Assay outcomes as filed in PubChem BioAssay.
Vc quorum ag: inducers of Vibrio cholerae quorum light production without autoinducers, primary screen, BH1578 luxS cqsA deficient, single point; V. cholerae BH1578 lux reporter, luminescence, 6 h; activation, % at 18.7 µM; 0.16% of 350,000 active; AID 588436, 2011; in the data active = activation mostly above about 9.7%, no sharp cut-off; inconclusive = no clear call, values can overlap the other calls; inactive = mostly below about 3.7%; also: not every result past the cut was called active; inactives centre near 0; reference of the scale not given here
PriA SSB inh: inhibitors of Klebsiella pneumoniae PriA binding to SSB C-terminal tail, primary screen, biochemical, AlphaScreen. PriA–SSB C-terminal tail interaction (Klebsiella pneumoniae). AlphaScreen SSBct-PriA binding, biotinylated peptide. inhibition, % at 33 µM. 0.6% of 430,000 active; in the data active = inhibition mostly above about 37%, no sharp cut-off; inactive = mostly below about 20%;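 also: plate controls were negative control peptide for no effect and reference peptide for full effect; strong numbers were not always called active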
Y pestis TopoI: Yersinia pestis topoisomerase I inhibitors, primary screen, biochemical, cleavage product accumulation, plate reader, single point. AID 504884, 2011. DNA topoisomerase I (Yersinia pestis CO92). activity, % at 10 µM. Y. pestis Topo-I cleavage product accumulation. 0.064% of 360,000 active; in the data active = activity above about 50%, passing the limit was not always enough; inconclusive = no clear call, values can overlap the other calls; also: inactives centre near 2
PfHsp40 rescue: rescue of yeast from PfHsp40 toxicity, primary screen, S. cerevisiae, ATP luminescence. 0.68% of 340,000 active. AID 504582, 2011. S. cerevisiae expressing PfHsp40, growth rescue. growth rescue, % at 12.5 µM; in the data active = growth rescue above about 28%, passing the limit was not always enough; inconclusive = no clear call, values can overlap the other calls;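 also: yeast W303a lacking pdr1 and pdr3 grown in galactose medium; growth measured after three days at 30 °C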
TcdB GH inh: TcdB glycohydrolase inhibitors, primary screen, biochemical, single point, plate reader; TcdB glycohydrolase enzymatic assay; AID 652162, 2013; 0.24% of 350,000 active; Toxin B (Clostridioides difficile), P18177; inhibition, % at 9.99 µM; in the data active = inhibition above about 10%
PrPC surface inh: inhibitors of human cell surface prion protein PrPC, primary screen, cell-based, TR-FRET; Major prion protein (Homo sapiens), P04156; TR-FRET read-out; inhibition, % at 13.8 µM; 0.43% of 370,000 active; AID 720596, 2013; in the data active = inhibition above about 24%; also: 0% = median of the test wells and 100% = reference compound wells
Anthrax LF prot: Bacillus anthracis LF protease inhibitors, primary screen, biochemical, multiplex microsphere, MLPCN library; Lethal factor (Bacillus anthracis), P15917; multiplex microsphere protease cleavage assay; inhibition, % at 10 µM; 0.12% of 360,000 active; AID 588501, 2011; also: plate controls were buffer without enzyme for full effect and enzyme alone for no effect
Target sequence (P15917 whole entry, looked up): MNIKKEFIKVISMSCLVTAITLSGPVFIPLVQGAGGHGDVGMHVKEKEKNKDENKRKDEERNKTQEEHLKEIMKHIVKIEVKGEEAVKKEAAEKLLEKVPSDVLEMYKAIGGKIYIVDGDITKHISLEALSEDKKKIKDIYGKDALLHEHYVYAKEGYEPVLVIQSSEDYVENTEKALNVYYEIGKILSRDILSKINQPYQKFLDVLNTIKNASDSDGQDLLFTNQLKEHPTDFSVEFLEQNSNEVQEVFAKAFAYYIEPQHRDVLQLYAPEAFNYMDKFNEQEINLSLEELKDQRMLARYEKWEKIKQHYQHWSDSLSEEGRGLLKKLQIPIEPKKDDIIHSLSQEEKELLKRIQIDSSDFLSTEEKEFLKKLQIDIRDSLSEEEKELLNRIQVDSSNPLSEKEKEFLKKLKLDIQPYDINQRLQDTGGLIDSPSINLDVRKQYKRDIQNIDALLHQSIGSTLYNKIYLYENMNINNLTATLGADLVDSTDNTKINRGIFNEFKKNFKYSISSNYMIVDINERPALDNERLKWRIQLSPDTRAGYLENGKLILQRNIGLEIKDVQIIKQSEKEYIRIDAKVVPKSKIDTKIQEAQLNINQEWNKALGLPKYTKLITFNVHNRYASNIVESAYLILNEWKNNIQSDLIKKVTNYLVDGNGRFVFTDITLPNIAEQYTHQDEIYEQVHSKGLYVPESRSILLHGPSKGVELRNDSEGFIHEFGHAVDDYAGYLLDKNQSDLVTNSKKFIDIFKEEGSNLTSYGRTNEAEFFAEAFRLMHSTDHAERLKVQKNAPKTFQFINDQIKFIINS
SARS 3CLpro inh: SARS-CoV 3CLpro protease inhibitors, primary screen, biochemical, quenched FRET; Replicase polyprotein 1ab (Severe acute respiratory syndrome coronavirus), P0C6X7; recombinant SARS-CoV 3CLpro, quenched FRET peptide cleavage; inhibition, % at 6 µM; AID 1706, 2009; 0.14% of 290,000 active; in the data active = inhibition above about 12%
BoNT-A LC inh2: BoNT/A light chain protease inhibitors, primary screen, biochemical, flow cytometry, MLPCN library. Botulinum neurotoxin type A light chain protease (Clostridium botulinum A str. ATCC 3502). multiplex microsphere protease substrate cleavage. inhibition, % at 10 µM. 0.17% of 360,000 active; also: plate controls were buffer without enzyme for full effect and enzyme alone for no effect
Starred values were filed as active, the others as inactive; i = inactive; ? = inconclusive; / = no result given; & = joins results of further samples. Rule as the data show it, unless noted: active = inhibition above about 30%; inconclusive = no clear call, values can overlap the other calls; inactive = below that. Not all compounds are listed; rates above refer to the full screens.

item	smiles	Vc quorum ag	PriA SSB inh	Y pestis TopoI	PfHsp40 rescue	TcdB GH inh	PrPC surface inh	Anthrax LF prot	SARS 3CLpro inh	BoNT-A LC inh2
1	NC(=O)[C@H](Cc1cc2ccccc2s1)NC(=O)[C@@H]1CC2(CC(c3cccc(NC(=O)[C@@H]4CCC(=O)N4)c3)=NO2)CN1C(=O)c1ccccc1 (stereo partly specified)	i	3	12	0.6	-0.7	-10	5	-2	-0.3
2	Cn1nc(C(F)(F)F)c(C#N)c1N1CCN(c2ccccn2)CC1	i	-17	6	-0.6	1.0	-10	0	5	-1.7
3	COC(=O)C1=C(c2cccc(C#N)c2)C[C@@H]2CC[C@H]1N2C(=O)N1CCC(C)CC1	i	-9	13	0.6	7.2	5	3	/	0.2
4	CCn1c2ccccc2c2cc(NC(=O)c3cc(C)on3)ccc21	i	2	-6	0.2	2.4	3	-3	6	1.2
5	Cc1ccc(CNC(=O)C2c3ccccc3C(=O)N3CCc4ccccc4C23)o1 (stereo unspecified)	-0.3	-9	28	0.8	/	4	-1	-7	0.0
6	C=CC1=CCN(S(=O)(=O)C(C)(C)C)[C@H]1CCO	i	/	10	/	-7.8	6	-3	/	-0.3
7	Cc1ccc(C2NC(=S)NC3=C2C(=O)CC(C)(C)C3)cc1 (stereo unspecified)	-0.2	4	-1	0.1	0.8	2	-3	-1	-0.2
8	CCC(=O)Nc1ccc2c(c1)ncn2-c1ccccc1C	-4.1	-8	7	-0.4	1.6	7	-2	2	-0.2
9	CN(CC(=O)Nc1ccc(F)cc1)C(=O)c1ccc(-c2ccc(F)cc2)o1	-4.8	/	-10	/	-6.9	3	-3	/	-0.3
10	O=S(=O)(NC1CC1)c1ccc(S(=O)(=O)N(Cc2ccccn2)C2CC2)cc1	0.7	-7	4	0.9	0.2	-4	-1	-2	-1.3
11	COc1ccc(-c2ccc3[nH]c4c(c3c2)CCN2C(=O)[C@@H]([C@H](C)O)[C@@H](N(C)C(=O)Nc3ccc(F)cc3)C[C@@H]42)cc1	-2.0	/	0	/	-1.0	-4	-10	/	-0.1
12	O=C(NCc1ccccc1)C12CN(Cc3ccccc3)CC1C(c1cccc([N+](=O)[O-])c1)=NO2 (stereo unspecified)	1.0	12	-4	4.7	1.5	3	-5	3	-0.2
13	CSc1cccc(-c2nnc(NC(=O)c3cccc(N4C(=O)CCC4=O)c3)o2)c1	i	16&-9	2	-0.3	3.6	6	-6	/	-10
14	Cc1c(OCC(=O)N2CCC(C(=O)NCCCC(=O)O)CC2)ccc2c1oc(=O)c1ccccc12	i	-19	5	1.7	2.5	-4	3	-4	-0.2
15	COc1ccc(-c2cc(C(F)(F)F)nc(SCCC(=O)Nc3cc(C)on3)n2)cc1	1.2	2	-1	-1.1	/	1	-2	0	-0.8
16	CN1CCN(CC(=O)Nc2ccc([N+](=O)[O-])cc2C(=O)c2ccccc2)CC1	-0.1	10	-11	-1.5	-0.5	-30	-1	0	0.5
17	COc1ccc(CC(=O)OCC(=O)Nc2c(C)n(C)n(-c3ccccc3)c2=O)cc1OC	i	-10	-1	-0.5	0.7	1	5	/	2.0
18	O=[N+]([O-])c1cc(-c2ccc(C(=S)N3CCOCC3)o2)ccc1Cl	-0.3	31	32	0.2	-1.1	-11	-7	-3	2.2
19	CC(=O)c1ccc(NC(=O)c2noc(C(C)C)c2[N+](=O)[O-])cc1	-0.2	-15	-13	-0.4	0.6	-3	1	-3	-0.1
20	COCCN(C(=O)COC(=O)C12CC3CC(CC(Cl)(C3)C1)C2)c1c(N)n(Cc2ccccc2)c(=O)[nH]c1=O	i	-8	28	-0.5	-1.7	4	8	/	-1.6
21	CCOC(=O)c1cnc(-c2ccccc2)nc1Oc1cccc(Cl)c1	i	-14	-7	-0.1	/	-3	-1	2	0.1
22	O=C(CSc1nnc(-c2cccs2)n1Cc1ccccc1)N1CCc2ccccc2C1	-2.2	-12	2	0.7	/	-12	0	2	0.6
23	O=C(/C=C/c1ccccc1)OCC(=O)c1ccc[nH]1	-5.6	-11	13	-1.0	2.1	-2	-2	/	-1.1
24	CCCCCC(=O)NC(Cc1ccc(OC)c([N+](=O)[O-])c1)C(=O)O (stereo unspecified)	-0.2	4	-2	-1.3	1.5	-4	-2	1	-0.3
25	CCOc1cccc(NC(=O)c2cnccc2C(F)(F)F)c1	-1.9	2	-2	-1.6	0.3	1	6	-1	0.0
26	Cc1ccccc1-c1n[nH]nc1C1=CC(=O)C[C@H](c2ccc(F)cc2)C1	-0.6	/	14	/	1.6	6	-1	/	-0.3
27	CN1CCN(NC(=O)c2cc(-c3cccc(Cl)c3)nc3ccccc23)CC1	i	0	-21	-0.7	1.9	0	-1	1	0.0
28	Cc1oc(-c2ccccc2F)nc1CS(=O)CC(=O)NCc1ccc(Cl)cc1 (stereo unspecified)	8.5	1	37	-1.4	5.7	-3	0	0	-1.8
29	C/C(=N\O)C1(C)N(O)C(C)(C)C(c2ccc(F)cc2)=[N+]1[O-] (stereo unspecified)	0.7	/	-1	-0.2	/	2	1	2	-0.2
30	CCOc1ccc(C(=O)NC(=S)N2CCN(c3ccc(C(F)(F)F)cc3[N+](=O)[O-])CC2)cc1	-0.2	7	11	-0.4	/	4	0	-1	-0.5
31	Cc1ccc(C)c(-n2c(CNC(=O)c3ccco3)nnc2SCC(=O)N2CCc3ccccc32)c1	i	0	17	1.2	/	4	1	0	-0.4
32	CSc1ncc(CN2CCN(CC=C(C)C)C(CCO)C2)cn1 (stereo unspecified)	-0.2	0	-1	-0.5	-4.8	3	-2	1	-0.6
33	COC(=O)[C@]1(C)N[C@H](CN(C)S(=O)(=O)c2ccc(C(C)(C)C)cc2)[C@@H]2C(=O)N(C)C(=O)[C@@H]21	-1.0	-5	-5	-0.7	-1.0	2	-6	/	-0.6
34	O=C(NN/C(=N/S(=O)(=O)c1ccc(Cl)cc1)c1ccccc1)c1ccc(O)cc1	-0.2	/	-3	-0.9	/	9	-1	-2	-1.0
35	COc1ccc(Cc2nc3ccc(C(=O)NCc4cc(C)no4)cc3o2)cc1OC	i	-12	13	0.1	-0.9	8	0	-1	2.0
36	COc1ccc(Cl)cc1NC(=O)C12CCC(C)(C(=O)O1)C2(C)C (stereo unspecified)	0.3	1	1	-0.1	/	-6	-6	0	-0.7
37	CCc1cccc2c(C(=O)CN3C(=O)NC4(CCc5ccccc54)C3=O)c[nH]c12 (stereo unspecified)	-0.3	14	7	-1.2	0.4	1	?	/	7.4
38	CN(CC(=O)OCC(=O)NCC(F)(F)F)S(=O)(=O)c1ccc(Cl)cc1	-0.4	-14	-2	-1.4	-1.4	10	1	3	-0.8
39	CC(=O)Nc1ccc(S(=O)(=O)NC(CSc2ccc(C(=O)O)cc2[N+](=O)[O-])C(=O)O)cc1 (stereo unspecified)	-0.2	3	0	0.5	-4.8	-33	1	-1	-0.6
40	O=C(NCc1cccnc1)c1ccc2nc([C@@H]3O[C@H](CO)[C@H](O)[C@H](O)[C@H]3O)[nH]c2c1	0.0	/	5	/	1.1	-3	0	/	0.0
41	CC[C@]12c3[nH]c4ccccc4c3CCN1C(=O)C(CC(=O)NCCCn1ccnc1)C[C@@H]2C(=O)N1CCN(C(=O)c2ccco2)CC1 (stereo partly specified)	-0.5	-10	10	-0.6	-0.3	6	5	/	-0.1
42	O=C(CSc1cn(CC(=O)N2CCCCCC2)c2ccccc12)NCC1CCCO1 (stereo unspecified)	-1.0	15	10	0.2	-1.3	-9	-1	0	0.1
43	COc1cccc(NC(=O)CN(C)S(=O)(=O)c2ccc3c(c2)n(C)c(=O)c(=O)n3C)c1	-0.5	-14	0	-1.6	-0.1	-2	-1	0	0.2
44	Cc1cccc(NC(=O)c2sc(NC(=O)c3ccco3)c(C#N)c2C)c1C	-1.7	1	3	0.5	/	-6	-1	-1	0.7
45	COC(=O)c1c(-c2ccc(S(C)(=O)=O)cc2)sc2cc(OC)ccc12	-0.8	2	35	4.5	-4.1	-17	4	/	-0.4
46	Cc1cccc(CNc2ccc(C(CC(N)=O)NC(=O)c3cccc(Br)c3)cc2[N+](=O)[O-])c1 (stereo unspecified)	i	-17	1	-0.7	0.4	-8	-2	/	0.1
47	COc1ccc(CN2C(=O)NC3(CCCCCC3)C2=O)cc1F	-2.6	0	0	1.3	-1.5	1	-6	/	-0.8
